Screening results as filed in PubChem BioAssay.
RBX1-CUL1 inh: human ROC1-CUL1 E3 ligase inhibition. P62877+Q13616. in vitro K48 di-Ub FRET, acceptor:donor ratio, 45 min. 140,000 tested, 0.6% active. inhibition, % at 10 µM; in the data active = inhibition above about 25%
Target sequence (P62877 whole entry, looked up): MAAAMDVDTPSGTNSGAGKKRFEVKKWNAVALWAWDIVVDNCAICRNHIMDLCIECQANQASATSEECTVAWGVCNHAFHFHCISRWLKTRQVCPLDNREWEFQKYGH
Target sequence (Q13616 whole entry, looked up): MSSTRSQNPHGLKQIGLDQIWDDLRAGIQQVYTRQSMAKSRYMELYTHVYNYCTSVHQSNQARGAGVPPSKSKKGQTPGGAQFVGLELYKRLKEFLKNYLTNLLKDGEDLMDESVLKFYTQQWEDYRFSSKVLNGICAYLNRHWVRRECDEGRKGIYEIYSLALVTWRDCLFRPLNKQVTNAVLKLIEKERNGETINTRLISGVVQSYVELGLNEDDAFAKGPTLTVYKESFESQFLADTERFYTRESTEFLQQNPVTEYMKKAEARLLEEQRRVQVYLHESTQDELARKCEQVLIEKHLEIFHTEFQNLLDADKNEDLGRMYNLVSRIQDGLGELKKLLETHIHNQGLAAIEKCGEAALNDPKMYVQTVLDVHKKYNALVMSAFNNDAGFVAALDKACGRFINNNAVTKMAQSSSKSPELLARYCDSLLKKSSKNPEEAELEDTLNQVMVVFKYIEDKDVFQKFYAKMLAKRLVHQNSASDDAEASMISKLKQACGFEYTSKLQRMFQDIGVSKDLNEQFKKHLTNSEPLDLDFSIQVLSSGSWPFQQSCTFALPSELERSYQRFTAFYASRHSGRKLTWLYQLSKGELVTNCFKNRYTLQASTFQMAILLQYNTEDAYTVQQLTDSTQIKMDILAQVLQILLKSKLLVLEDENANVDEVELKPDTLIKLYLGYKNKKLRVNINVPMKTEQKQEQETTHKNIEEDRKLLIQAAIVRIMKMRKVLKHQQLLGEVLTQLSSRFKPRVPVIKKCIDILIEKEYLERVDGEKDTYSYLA
* marks the source's active call; other numbers are inactive results; & = joins results of further samples. The list is partial (hit frequency here may not be typical).

mol,RBX1-CUL1 inh
CC(=O)CCc1c(C)[nH]c2ccc(C)cc2c1=O,-4
Cn1ccnc1CC(N)c1ccccc1 (stereo unspecified),6
CC(C)CNC(=O)c1ccccc1NC(=O)c1ccc(N(C)S(C)(=O)=O)cc1,-5
CC(C)(C)OC(=O)N1CCC(c2c(C(=O)N3CCN(C(=O)c4ccco4)CC3)cnn2-c2ccccc2)CC1,-2
CC(C)(C)OC(=O)CC(O)(c1ccccc1)C(F)(F)F (stereo unspecified),-5
Cc1cc(C)c(-c2nnnc3ccccc23)c(C)c1,-8
Cc1ccc(C(=O)NNC(=O)CSc2nnc(COc3cccc(C)c3)n2-c2ccccc2)cc1,-7
Cc1cc(O)ccc1NC(=O)c1ccccc1,-6
CCSc1ncc(Cl)c(C(=O)N(Cc2ccc(N(C)C)cc2)Cc2ccco2)n1,-7
Cc1ccc(F)cc1NC(=O)c1ccc(C2CCCN2Cc2cnc[nH]2)s1 (stereo unspecified),5
Cc1cccc(NC(=O)c2cncc(Br)c2)c1C,4
COC1=NC(C)(C)C=C(C)N1c1ccc(C)cc1,-4
O=C1c2cc(Cl)sc2C2(CCCCC2)C1(Br)Br,8
CCN(CC1CCCO1)C(=O)c1cc(COc2ccc3sc(C)nc3c2)on1 (stereo unspecified),-4
COC(=O)c1ccc(CC#N)cc1,1

Next section (7 carried over from the part before).
mol,RBX1-CUL1 inh
CCSc1ncc(Cl)c(C(=O)N(Cc2ccc(N(C)C)cc2)Cc2ccco2)n1,-7
Cc1ccc(F)cc1NC(=O)c1ccc(C2CCCN2Cc2cnc[nH]2)s1 (stereo unspecified),5
Cc1cccc(NC(=O)c2cncc(Br)c2)c1C,4
COC1=NC(C)(C)C=C(C)N1c1ccc(C)cc1,-4
O=C1c2cc(Cl)sc2C2(CCCCC2)C1(Br)Br,8
CCN(CC1CCCO1)C(=O)c1cc(COc2ccc3sc(C)nc3c2)on1 (stereo unspecified),-4
COC(=O)c1ccc(CC#N)cc1,1
CCOc1ccc(C(=O)Nc2ccc(Cl)c(-c3nc4cc(C)cc(C)c4o3)c2)cc1,1
Cc1nn(CC(=O)Nc2ccc(C(C)C)cc2)c(=O)c2c(C)n(-c3ccc(Cl)cc3)nc12,-5
CC(=O)Nc1ccc(NC(C)=O)c2ccccc12,4
COc1ccc(CN(Cc2ccco2)C(=O)COc2ccccc2OC)cc1,5
O=C(O)c1ccc(NC(=O)C2CC=CCC2C(=O)O)cc1O (stereo unspecified),-2
CCOc1ccccc1NC(=O)c1sc2nc(C)cc(C)c2c1N,-10
COc1cccc(-c2[nH]nc3c2C(c2cc(OC)cc(OC)c2)C(C#N)C(=N)O3)c1 (stereo unspecified),4
CC(C)c1ccc(OCC(=O)Nc2ccccc2C#N)c(Br)c1,-8
CC1(C)CC2=CC3(C)CC(C)(C)CC4(C3)C2=C(C1)N(c1ccccc1)C(=O)N4C(=O)c1ccccc1 (stereo unspecified),-2
Cc1cc(/C=C2\C(=O)NC(=S)N(C)C2=O)c(C)n1-c1ccc(C(=O)O)cc1,3
CCCC12CN3CC(CCC)(CN(C1)C3c1ccccc1)C2=O (stereo unspecified),-14
COC(=O)c1ccc(OCc2nc(N)nc(N3CCOCC3)n2)cc1,-1
O=C(CN1C(=O)CCNC1=O)N1CCC(OCc2ccccc2)CC1,0
CCOC(=O)c1ccc(NC(=O)/C(C#N)=C/c2ccc(OC)cc2)cc1,0&4
O=C(Oc1cccc2ccccc12)c1cccc([N+](=O)[O-])c1,-6

A few values from the list:
COc1ccc(CN(Cc2ccco2)C(=O)COc2ccccc2OC)cc1 in RBX1-CUL1 inh is entered as 5
O=C(Oc1cccc2ccccc12)c1cccc([N+](=O)[O-])c1 in RBX1-CUL1 inh is entered as -6
COC(=O)c1ccc(OCc2nc(N)nc(N3CCOCC3)n2)cc1 in RBX1-CUL1 inh is entered as -1
CCCC12CN3CC(CCC)(CN(C1)C3c1ccccc1)C2=O (stereo unspecified) in RBX1-CUL1 inh is entered as -14
COc1cccc(-c2[nH]nc3c2C(c2cc(OC)cc(OC)c2)C(C#N)C(=N)O3)c1 (stereo unspecified) in RBX1-CUL1 inh is entered as 4

Carrying on:
mol,RBX1-CUL1 inh
O=C(c1ccc(Cn2cnnn2)cc1)N1CCCC(CO)(Cc2ccccc2)C1 (stereo unspecified),8
CCCN(C(=O)Cn1ncc2c([nH]c3ccccc32)c1=O)c1ccc(F)cc1,-3
COC(=O)C1=C(C)C(C(=O)OC)C(C)=NC1c1c(O)ccc2ccccc12 (stereo unspecified),-6
Cc1ncc2c(c1-c1noc(C(C)n3ccnc3C(C)C)n1)CCNC2 (stereo unspecified),-1
CC1Cc2cc(C(=O)C3C(=O)C(=O)N(CCCN4CCOCC4)C3c3cccc(Oc4ccccc4)c3)ccc2O1 (stereo unspecified),-10
C#CCN(Cc1ccco1)C(=O)CCC1(Cc2ccc(-c3ccccc3)cc2)CCC(=O)N1 (stereo unspecified),4
CC1CCN(S(=O)(=O)Nc2ccccn2)CC1,3
c1ccc(-c2csc3nc4ccccc4n23)cc1,4
CC(C)C1CC(CCNCc2ccc(N(C)C)cc2)(c2ccccc2)CCO1 (stereo unspecified),2
O=C(NC1CCC1)c1coc(COc2cccc(C(F)(F)F)c2)n1,5
COc1ccc(C)cc1S(=O)(=O)Nc1cccc(-c2ccc(N3CCC(C)CC3)nn2)c1,-11
COc1ccc(C(=O)NCC(c2ccc(N(C)C)cc2)N2CCc3ccccc32)c(OC)c1 (stereo unspecified),3
COc1ccc(C(=O)N/N=C/c2cc(Cl)c(OCc3ccccc3Cl)c(OC)c2)cc1,-2
CCOC(=O)c1c(C)[nH]c(C)c1S(=O)(=O)N(C)CC(=O)Nc1ccc(C)cc1Br,-4
Cc1ccccc1S(=O)(=O)NC1CCCCC1,-3

Next entries
molecule	RBX1-CUL1 inh
COc1ccc(C)cc1NC(=O)CN1CCN(c2ccc(F)cc2)CC1	3
CCn1cc(C(=O)Nc2cc(C)on2)c(C)n1	-1
CCc1ccc(NC(=O)Cn2cnc3scc(-c4ccc(OC)cc4)c3c2=O)cc1	1
CCOC(=O)CN1C=Nc2c(C(=O)OCC)sc3nc(SC)nc1c23	-2
COc1ccc(C(=O)NC(C)C)cc1Br	0
CC(=O)c1cc2c(cc1NC(=O)c1ccc(Oc3ccccc3)cc1)OCO2	3
CC(C)(C)c1ccc(S(=O)(=O)NCc2ccccn2)cc1	3
CCN1C(C(=O)c2ccccc2)=C(OC(=O)c2ccc(Cl)cc2)c2ccccc2S1(=O)=O	-2
COc1ccc(C(=O)NC(=S)Nc2cccnc2)cc1	-3
CC(=O)N1c2ccccc2C(CSc2nnc(C)s2)=CC1(C)C	10
O=c1c2ccccc2ncn1S(=O)(=O)c1ccc(Cl)cc1	-5
CN1CCC(c2cc(=O)[nH]c(CSc3ccccc3)n2)CC1	-2
CN(Cc1cccnc1)Cc1cccc(OCC(O)CN2CCC(O)CC2)c1 (stereo unspecified)	-5
Cc1cccc(NC(=O)CN(C)S(=O)(=O)c2ccc3c(c2)c(=O)n(C)c(=O)n3C)c1C	-12
Cc1ccc(C)c(S(=O)(=O)NCCc2csc(-c3ccc(Cl)cc3)n2)c1	8
NC(=O)c1ccccc1N=Nc1c(O)[nH]c(=O)[nH]c1=O	-1
Cn1c(=O)c2c(-c3cccc(Br)c3)n(C(C)(C)CO)cc2n(C)c1=O	2
CN(C)Cc1ccccc1CCc1ccccc1	-8
COC(=O)[C@@H]1CCCN1Cc1cn[nH]c1-c1ccc(OC)c(F)c1	6
COc1ccc(NC(=O)NCc2cccn2Cc2ccc(F)cc2)cc1OC	-3
CN(C)CCNC(=O)c1ccc(OC2CCN(C(=O)C3(C)CC3)CC2)c(Cl)c1	-1
COc1cccc(-c2cn3c(C(=O)N4CCN(C)C(C)C4)csc3n2)c1 (stereo unspecified)	-8
CCc1ccccc1NC(=O)c1cnn(-c2ccccc2)c1C	-2
CC(=NCc1cccc(Cl)c1)C1N=C(c2ccco2)OC1=O (stereo unspecified)	-1
COCCCn1c(SCC(=O)Nc2cccc(OC)c2)nc2sc3c(c2c1=O)CCC3	3
COc1ccc(CNC(=O)C2CCN(C(=O)c3ccc(-n4ccc5ccccc54)s3)CC2)cc1	-8
Cc1sc(NC(=O)c2ccc(F)cc2)c(CN2CCN(C(=O)c3ccco3)CC2)c1C	2
O=C(Nc1ccc(Cl)cc1Cl)c1cc2nc(-c3ccc(Br)cc3)cc(C(F)(F)F)n2n1	4
O=c1cc(CCc2ccccc2)nc(-c2cccc(CN3CCNCC3)c2)[nH]1	2
CN(C(=O)CSc1nc(-c2ccco2)cc(C(F)(F)F)n1)c1ccccc1	1
CC1CCN(S(=O)(=O)c2ccc3c(c2)N(CC(=O)NC(C)c2ccccc2)C(=O)CO3)CC1 (stereo unspecified)	-9
Cc1cc(C)c2c(c1)N(CC(=O)O)C(=O)CO2	11
Cc1cc(=O)[nH]c(-c2cccc(CN(C)Cc3cccc(-n4cccn4)c3)c2)n1	5
CCOc1cc(/C=C2/C(=O)NN(c3ccc(C(=O)OC)cc3)C2=O)ccc1OC(C)=O	-4
CC(C)Cn1c(CN2CCc3c(Cl)cccc3C2)cnc1S(C)(=O)=O	-7
Cc1ccccc1-n1c(=O)c2c3c(sc2n2cnnc12)CCCC3	-2
CCOc1ccc(S(=O)(=O)n2nc(C)c(S(=O)(=O)N3CCCCC3)c2C)cc1	0
CCCCNc1ccc(-c2nc(-c3ccco3)no2)cc1[N+](=O)[O-]	-4
Cc1cccc(Cn2c(=O)n(-c3cc(C)cc(C)c3)c(=O)c3oc4ccccc4c32)c1	-1
c1ccc(-c2cc(-c3cccs3)ncn2)cc1	14
CCOC(=O)c1ccccc1NC(=O)CCc1nc(-c2ccc(C)cc2)no1	-4
CC[n+]1c([O-])c(Cc2ccccc2)c(=O)n2nc(Cl)ccc21	10
O=C(COC(=O)c1ccccc1NC(=O)c1ccc(Br)cc1)c1ccccc1	4
CCOC(=O)C1C(=O)NC(N2CCOCC2)=NC1c1ccccc1OC (stereo unspecified)	-3
Cc1ccc(CN2CCC(C(=O)Nc3ccc(Oc4cccnc4)cc3)CC2)o1	8
CC(C)N(C)Cc1nnnn1CC(=O)N(C)CC(O)c1ccccc1 (stereo unspecified)	10
CC(=O)NC(=S)Nc1ccc(S(N)(=O)=O)cc1	3
Cc1ccc(C#N)c(=O)n1CC(=O)Nc1ccccc1C(F)(F)F	-6
CCOc1ccc(Cn2nnc(C(=O)Nc3cccc(SC)c3)c2N)cc1	3
Cc1cc(C)cc(N2CCn3c2nc2c3c(=O)n(Cc3ccc(Cl)cc3)c(=O)n2C)c1	7
COc1cc(Br)c(OC)cc1C	2
CCC(C(=O)N1CCN(c2cccc(C)c2C)CC1)n1nc(C)c2sc3ccccc3c2c1=O (stereo unspecified)	-5
CC(=O)Nc1ccc(C(=O)N2CCCC(CO)(Cc3ccccc3)C2)cc1 (stereo unspecified)	0
Cc1c2c(cc3c1OC(C)(C)CC3)CCC(C)(C)O2	8
CCn1c(=O)c2c(nc3[nH]c(C)cn32)n(C)c1=O	2
S=C(Nc1ccccc1)Nc1ccc(N2CCCCC2)c(Cl)c1	-9
Cc1cc(C)nc(SCC(=O)c2cccc3ccccc23)n1	3
O=C(Cn1c(=O)n(-c2cccc(Cl)c2)c(=O)c2sc3ccccc3c21)N1CCCC1	3
CCCc1nn(C)c(C(=O)Nc2cc(F)cc(F)c2)c1Cl	-1
COc1ccc(-c2c3c(nc4sc(C(=O)Nc5ccccc5)c(N)c24)C(=O)c2ccccc2-3)cc1	3

(further entries)
molecule	RBX1-CUL1 inh
CSC1=N/C(=C\c2ccc(C(=O)O)cc2)C(=O)S1	50*
CC(=O)N1c2c(cc(Br)cc2S(=O)(=O)Nc2ccccc2C)CC1C (stereo unspecified)	-17
Cn1cc(S(=O)(=O)N2CCc3ccccc32)cc1C(=O)Nc1ccc(C(F)(F)F)cc1	-2
CCOC(=O)C1(Cc2cccc(F)c2)CCN(Cc2cccnc2)CC1	15
CC(=O)c1cccc(NS(=O)(=O)c2ccc(C)cc2)c1	-2
COC(=O)c1cccc(-c2ccnc(C)n2)c1	1
CCCOC(=O)c1c(NC(=O)c2ccccc2F)sc2c1CCCC2	4
COC(=O)CCNC(=O)N1CCN(c2nnc(C)c3c(C)n(-c4ccc(Cl)cc4)nc23)CC1	6
CC(=O)Nc1ccc(S(=O)(=O)Nc2c(C)[nH]c(=O)[nH]c2=O)cc1	-2
CC(C)c1ccc(NC(=O)CC2Oc3ccccc3NC2=O)cc1 (stereo unspecified)	-1
O=C(Nc1cccc(Cl)c1Cl)c1ccc2c(c1)N(Cc1cccc(Cl)c1)C(=O)c1ccccc1S2(=O)=O	-8
COc1ccccc1NC(=O)c1sc2nc3c(cc2c1N)CN(Cc1ccccc1)CC3	-6
Cc1nc(C2CCNCC2)cc(N2CCCCC2CN2CCOCC2)n1 (stereo unspecified)	-8
O=C(COC(=O)c1ccccc1N1C(=O)C2C3C=CC(C3)C2C1=O)c1ccc(F)cc1 (stereo unspecified)	7
COc1ccc(/C=C2\SC(=O)N(CNc3cccc([N+](=O)[O-])c3)C2=O)cc1	-2
CCn1cc(C(=O)NCCC(C)C)c(=O)c2cc(S(=O)(=O)N(C)C3CCCCC3)ccc21	1
O=C(C1CCN(S(=O)(=O)c2cccc3nonc23)CC1)N1CCN(c2ccc(F)cc2)CC1	7
C=Cc1ccc(Cn2c(C(=O)O)c(CNCc3cc(Br)ccc3OC)c3ccc(C)cc32)cc1	-1
Clc1ccccc1-c1nnc(/C=C/c2cccs2)o1	1
C=CCNC(=S)N1CCC(C(N)=O)CC1	-4
O=S(=O)(Nc1nc(-c2ccccc2)cs1)c1ccc(Cl)nc1	5
Cc1ccccc1C1(CC(=O)N2CCN(C(C)C)CC2)CC(=O)N(Cc2ccncc2)C1=O (stereo unspecified)	0
CC12CCC(=O)N1C(C(=O)O)CS2 (stereo unspecified)	-3
O=C(O)CCC(C(=O)O)N1C(=O)/C(=C/c2cccc(Br)c2)SC1=S (stereo unspecified)	-3

Laid out differently: entries from further up
Cc1cc(C)nc(SCC(=O)c2cccc3ccccc23)n1
- RBX1-CUL1 inh: 3

O=C(Cn1c(=O)n(-c2cccc(Cl)c2)c(=O)c2sc3ccccc3c21)N1CCCC1
- RBX1-CUL1 inh: 3
